GRK2 inh = inhibitors of human GRK2 displacing RNA aptamer | 330,000 tested, 0.59% active | AID 488847 | bead flow cytometry, FAM-aptamer displacement from GRK2 | inhibition of aptamer binding, % at 10 µM;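 active means inhibition of aptamer binding above 40%, roughly 3 SD of noise, on plates passing a quality check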;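 further: median bead fluorescence of bound FAM aptamer so fluorescent compounds give negative values; no value below 0 was filed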
VLA-4 inh = inhibition in a human VLA-4 binding assay. VLA-4 expressing cells, ligand binding flow cytometry. 330,000 tested, 0.2% active. P13612. inhibition, % (about 7 µM as worked out from the volumes in the protocol). AID 2557; in the data active means inhibition above about 50%
BCLXL inh = inhibitors of human Bcl-xL | inhibition, % at 10.9 µM | GST-Bcl-xL / FITC-Bim BH3 peptide fluorescence polarization | AID 2129 | 320,000 tested, 0.7% active | Q07817;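 active means inhibition above the mean of all tested compounds plus 3 SD, cutoff set per campaign, cut at about 30% in these data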;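 further: 0% = DMSO wells and 100% = unlabeled Bim-BH3 peptide competitor; inhibitors lower millipolarization by displacing the labeled peptide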
Target sequence (Q07817 whole entry, looked up): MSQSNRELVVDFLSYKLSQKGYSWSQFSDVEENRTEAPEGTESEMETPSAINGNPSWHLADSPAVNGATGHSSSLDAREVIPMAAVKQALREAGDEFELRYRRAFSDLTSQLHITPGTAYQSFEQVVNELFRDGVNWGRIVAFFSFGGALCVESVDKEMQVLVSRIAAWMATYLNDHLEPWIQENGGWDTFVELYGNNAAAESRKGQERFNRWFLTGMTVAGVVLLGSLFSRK
AGP1 TOR yeast = modulators of TOR pathway AGP1-GFP in S. cerevisiae; S. cerevisiae AGP1-GFP multiplex flow cytometry, 3 h; GFP as percent of DMSO wells; GFP response vs DMSO, % at 10 µM; 320,000 tested, 0.02% active;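 active means GFP response relative to DMSO above a set limit, near screen average plus 3 SD, cut at about 150% in these data; inconclusive means fewer than 70 cells counted for the yeast strain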;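 further: median GFP channel fluorescence of the gated AGP1 strain per well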
MCL1-BIM inh = disrupts human MCL1 binding to BIM-BH3 peptide; Q07820; inhibition, % at 10.9 µM; GST-MCL1 / FITC-Bim-BH3 fluorescence polarization; 320,000 tested, 0.68% active;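 active means inhibition above the mean inhibition of all tested compounds plus 3 SD, set per campaign, cut at about 40% in these data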;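 further: 0% = DMSO wells and 100% = unlabeled Bim-BH3 peptide control; higher means more loss of mP so more displacement of Bim peptide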
Target sequence (Q07820 whole entry, looked up): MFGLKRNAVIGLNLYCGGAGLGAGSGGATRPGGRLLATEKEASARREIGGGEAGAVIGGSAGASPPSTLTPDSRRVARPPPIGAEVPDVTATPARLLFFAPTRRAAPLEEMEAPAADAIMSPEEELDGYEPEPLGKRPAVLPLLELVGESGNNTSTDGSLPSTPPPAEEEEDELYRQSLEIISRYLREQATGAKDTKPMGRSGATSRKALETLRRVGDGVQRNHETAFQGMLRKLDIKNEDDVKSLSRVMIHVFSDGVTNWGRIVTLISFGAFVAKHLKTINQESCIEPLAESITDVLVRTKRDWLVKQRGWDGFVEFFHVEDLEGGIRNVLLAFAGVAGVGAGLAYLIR
MEX-5 binding = C. elegans MEX-5 TCR-2 RNA binding activity; MEX-5/FITC-TCR2 RNA binding, fluorescence polarization; stronger effect = lower value; activity score (negative = inhibition of binding), % at 10 µM; 300,000 tested, 0.38% active; Q9XUB2;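 active means inhibition past about -25% in most replicates, and total fluorescence under double the plate's negative control median, limit read from the data; inconclusive means replicates evenly split on the limit, or fluorescence at least double controls; inactive means too little inhibition in most replicates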;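 further: 0% = DMSO and -100% = 5 µM competing unlabeled TCR2 RNA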
Target sequence (Q9XUB2 whole entry, looked up): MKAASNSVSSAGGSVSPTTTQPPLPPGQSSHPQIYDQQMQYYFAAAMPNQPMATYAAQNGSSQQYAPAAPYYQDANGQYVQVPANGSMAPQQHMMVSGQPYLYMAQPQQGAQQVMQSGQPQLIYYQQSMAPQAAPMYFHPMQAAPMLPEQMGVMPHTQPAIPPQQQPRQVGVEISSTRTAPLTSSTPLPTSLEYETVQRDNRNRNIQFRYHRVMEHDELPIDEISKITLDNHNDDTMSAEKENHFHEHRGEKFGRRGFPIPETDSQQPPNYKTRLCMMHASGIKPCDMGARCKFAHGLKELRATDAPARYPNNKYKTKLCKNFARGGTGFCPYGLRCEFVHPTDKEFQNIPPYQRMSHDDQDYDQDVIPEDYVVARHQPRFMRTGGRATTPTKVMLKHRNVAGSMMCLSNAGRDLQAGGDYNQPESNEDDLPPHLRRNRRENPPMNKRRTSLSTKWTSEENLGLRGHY
Yeast superoxide = caloric restriction mimetics inhibiting age-related superoxide in yeast; S. cerevisiae aged cells, superoxide DHE fluorescence; stronger effect = lower value; superoxide response (% of plate mean), % at 10 µM; 330,000 tested, 0.18% active;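 active means superoxide response under a set limit, about three screen SD below normal, cut at about 65% in these data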;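 further: yeast aged for seven days with compound at 30 °C before DHE staining; 100% = average MFI of all compound-treated wells on the plate with controls excluded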
CIT2-GFP yeast = alters CIT2-GFP fluorescence in TOR pathway yeast screen | S. cerevisiae CIT2-GFP strain, flow cytometry, 3 h; 100 means same as DMSO wells | GFP response vs DMSO, % at 10 µM | 320,000 tested, 0.065% active;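 active means GFP response relative to DMSO above a set limit, near the screen mean plus 3 SD, cut at about 150% in these data; inconclusive means Fewer than 70 cells measured for a yeast strain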;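 further: ratio of well median GFP fluorescence to mean of DMSO wells on the plate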
GLD-1 RNA inh = GLD-1-TGE RNA interaction inhibition (C. elegans); Q17339; purified GLD-1 + fluorescein TGE RNA, fluorescence polarization; inhibition, % at 5.96 µM; 320,000 tested, 0.44% active; AID 2280;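 active means percent inhibition above a per-plate cutoff, the plate mean of test compounds plus 3 SD, cut at about 30% in these data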;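 further: 0% = DMSO wells with GLD-1 and probe and 100% = wells lacking GLD-1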
Starred values were filed as active, the others as inactive; ? = inconclusive; / = not tested or not shown; [ ] = another dose, or the depositor's remark.

SMILES	GRK2 inh	VLA-4 inh	BCLXL inh	AGP1 TOR yeast	MCL1-BIM inh	MEX-5 binding	Yeast superoxide	CIT2-GFP yeast	GLD-1 RNA inh
O=C(Nc1nnc(COc2ccc(F)cc2)s1)c1ccco1	/	0	8	97	7	1.7	98	84	12
CC1(C)C(=O)C2(CCCCC2)C(=O)OC1c1ccc(O)cc1 (centres undefined)	0	-3	0	100	-2	1.3	97	92	7
CC(=O)/C(C#N)=C1\NC(=O)C(Cc2ccc(C)c(Cl)c2)S1 (centres undefined)	0	-3	4	39	15	-2.1	87	62	0
Cc1nccn1-c1c([N+](=O)[O-])c(=O)n(C)c2ccccc12	0	6	6	106	12	0.0	104	103	3
CC(=O)Nc1ccc(S(=O)(=O)Nc2ccc3c(c2)CCC3)cc1	2	5	-1	107	6	-2.0	106	106	0
CN(C(=O)COc1cccc(C#N)c1)C1CCS(=O)(=O)C1 (centres undefined)	0	-3	4	101	7	/	86	98	5
COc1ccc(C(=O)NC(=S)N2CCCCC2c2cccnc2)cc1OC (centres undefined)	1	-24	3	107	6	-2.4	114	103	6
COC(=O)c1ccc(Cn2c(CN3CCOCC3)nc3ccccc3c2=O)o1	0	-10	2	99	9	-0.5	91	105	-3
Cc1cccc(-n2c(SCC(=O)N3CCCC3)nnc2-c2ccccn2)c1C	0	8	2	103	1	-2.3	91	98	7
Cc1nc(N)nc(N/N=C/c2ccccc2)n1	0	18	0	?	-1	-0.1	83	?	-2
Nc1nc(-c2ccc3c(c2)CCO3)cs1	1	-10	1	104	8	1.5	97	110	-1
COc1ccccc1-n1cc(-c2ccc([N+](=O)[O-])cc2)[nH]c1=S	7	20	-12	104	-24	-1.1	95	98	-4
COP1(=O)C=C[C@H](N(Cc2ccccc2)S(=O)(=O)c2ccccc2[N+](=O)[O-])[C@@H](C)O1 (some centres undefined)	4	15	9	89	3	-1.4	99	97	-4
CCn1cc(C(=O)N2CC(C)CC(C)C2)c(=O)c2cc(S(=O)(=O)N(C)C)ccc21 (centres undefined)	0	2	3	108	14	0.5	93	101	-2
CCOC(=O)c1sc(NC(=O)CSc2nc(C)cc(C(F)(F)F)n2)c(C#N)c1C	1	/	6	109	14	-1.1	92	105	0
Cn1c(N)c(C(=O)CSc2nnc(C3CC3)n2-c2ccccc2)c(=O)[nH]c1=O	0	-17	/	101	/	/	94	102	-2
COc1ccc(OCc2cc(C(=O)NCC(C)(C)N3CCOCC3)no2)c(Cl)c1	7	18	0	99	2	-0.6	97	95	0
CC1(C)Cc2c(sc3ncn(N)c(=N)c23)CO1	0	5	4	103	9	1.1	100	110	1
COCCN(C(=O)c1ccccc1F)c1c(N)n(Cc2ccccc2)c(=O)[nH]c1=O	2	0	-4	86	-6	0.6	91	96	1
Nc1cc(C(F)(F)F)ccc1NCCc1ccccn1	2	24	1	100	-14	-2.4	78	104	4

Brought forward from above: 3 entries, followed by the next part.
SMILES	GRK2 inh	VLA-4 inh	BCLXL inh	AGP1 TOR yeast	MCL1-BIM inh	MEX-5 binding	Yeast superoxide	CIT2-GFP yeast	GLD-1 RNA inh
CC1(C)Cc2c(sc3ncn(N)c(=N)c23)CO1	0	5	4	103	9	1.1	100	110	1
COCCN(C(=O)c1ccccc1F)c1c(N)n(Cc2ccccc2)c(=O)[nH]c1=O	2	0	-4	86	-6	0.6	91	96	1
Nc1cc(C(F)(F)F)ccc1NCCc1ccccn1	2	24	1	100	-14	-2.4	78	104	4
CCOc1ccccc1NC(=O)c1cccc(NC(=O)C(C)C)c1	4	8	8	105	8	0.3	100	99	8
CCc1cccc(C)c1NC(=O)C1CCN(C(=O)c2ccc([N+](=O)[O-])cc2)CC1	3	56*	1	103	3	-0.3	110	100	4
COc1cccc(CNC(=O)C2CCN(S(=O)(=O)N3CCCCC3)CC2)c1	2	-6	2	108	6	0.1	85	105	5
Cc1cc(NC(=O)COC(=O)C2CCN(S(=O)(=O)c3c(Cl)cccc3Cl)CC2)no1	1	-15	0	83	1	3.4	115	86	-8
CC(C)CC1(C)NC(=O)N(CCN2C(=O)c3ccccc3C2=O)C1=O (centres undefined)	0	10	-2	102	-3	-1.8	111	99	-2
O=C(NCC1CCCO1)c1ccc2c3n(nc2c1)-c1ccccc1CO3 (centres undefined)	0	-2	1	90	2	-0.7	92	92	-3
COCCCNC(=O)c1ccc(CS(=O)(=O)c2ccc(Br)cc2)o1	0	13	5	107	5	3.7	119	107	-6
O=C1NC(=O)/C(=C/c2ccc(OS(=O)(=O)c3ccc(F)cc3F)cc2)N1	3	-10	3	102	-6	2.0	109	108	5
Cc1cccn2c(=O)c3cc(C(=O)N4CCOCC4)n(C)c3nc12	0	13	4	95	1	1.6	102	97	-1
O=S(=O)(Nc1ncccn1)c1ccc(NS(=O)(=O)c2cc(Cl)ccc2Cl)cc1	0	1	11	108	8	2.1	103	102	-1
CC(C)Oc1ccc(C(=O)Nc2ccc(S(=O)(=O)N3CCN(C)CC3)cc2)cc1	1	16	3	100	-5	0.2	100	96	5
CCCOC(=O)c1ccc2c(c1)C(=O)N(c1ccccc1)C2=O	0	7	5	95	9	2.8	105	100	-1
CCc1ccccc1NC(=O)CC1SCCNC1=O (centres undefined)	1	7	1	100	6	1.9	95	95	5
O=C(/C=C/c1ccc([N+](=O)[O-])cc1)Nc1cccc(C(=O)Nc2ccccc2C(=O)O)c1	1	-2	11	102	6	-7.6	98	101	4
CCCn1nc2cc(C(=O)NCc3ccc(C)cc3)ccc2c1OCC	0	-1	-2	84	0	1.0	98	79	-7
Cc1nnc(NC(=O)c2cccc(S(=O)(=O)N3CCc4ccccc43)c2)s1	0	-2	-2	109	0	-0.2	96	110	-5
CN(NC(N)=O)c1ncc(C(F)(F)F)cc1Cl	4	6	3	97	-5	-2.6	94	98	-1
CCn1c(SCc2ccc(C(=O)Nc3cc(C)cc(C)c3)cc2)nnc1-c1ccncc1	1	16	-6	98	-2	-0.1	72	102	5
COc1ccccc1-c1oc2ccccc2c1C#CCO	2	2	/	86	/	/	97	85	-11
O=C(CSc1nnc(CNC(=O)c2ccccc2F)o1)Nc1ccc2c(c1)OCCO2	5	-6	6	113	13	2.8	100	/	9
Cc1cc(Nc2ccc(F)c(Cl)c2)n2nc(C)nc2n1	0	-5	4	89	-2	-1.7	101	76	-1
Cn1cnc(C(=O)NC2CCN(C(=O)OC(C)(C)C)CC2)c1C(=O)NC1CCN(C(=O)OC(C)(C)C)CC1	6	20	/	100	/	/	91	85	-1
CCCc1cc(N2CCCC(C(=O)NCC)C2)n2ncnc2n1 (centres undefined)	2	6	2	102	3	1.2	78	102	8
O=S(=O)(c1ccc(NC(=S)Nc2ccc3c(c2)OCO3)cc1)N1CCOCC1	0	-1	9	90	17	1.3	96	100	1
O=[N+]([O-])c1ccc(-c2csc(N/N=C/c3cccnc3)n2)cc1	2	-6	11	104	8	-1.1	109	97	3
Cc1ccccc1-c1nc2c(s1)CCc1onc(-c3cccc([N+](=O)[O-])c3)c1-2	0	-1	4	105	4	1.7	101	101	-1
O=C(Cc1cccc2ccccc12)N1CCN(c2ncccn2)CC1	1	4	3	90	0	-3.1	109	89	-2
CC1CCCCN1S(=O)(=O)c1cn(C)c(=O)n(C)c1=O (centres undefined)	0	-1	3	94	0	0.5	100	87	2
CC(=O)c1ccc(OCC(O)CN2CCN(Cc3ccccc3)CC2)cc1 (centres undefined)	0	-18	-1	110	-2	-0.7	96	106	0
C/C(=N/NC(=O)CNC(=O)c1cccnc1)c1ccco1	6	12	1	104	9	0.7	105	102	-1
Cc1ccc(-c2noc(COC(=O)c3ccco3)n2)cc1	1	-17	3	87	0	/	97	84	4
O=C(NC(C(=O)c1ccccc1)N1CCOCC1)c1cccs1 (centres undefined)	5	-20	6	98	9	-0.2	93	102	6
CCOC(=O)/C=C1\SCC(=O)N1CC(=O)NCCc1ccc(F)cc1	0	-4	1	99	-6	-3.6	107	94	-4
COc1ccc(C(=O)O)cc1S(=O)(=O)NCCCN1CCCC1=O	1	27	4	103	4	-0.6	94	103	1
CCc1nc(CNC(=O)c2cc(OC)c(OC)c(OC)c2)no1	0	-2	-9	104	-14	1.4	96	101	2
O=C1C(Cl)=C(N2CCN(Cc3ccccc3)CC2)C(=O)N1Cc1ccccc1	2	1	57*	92	56*	-3.8	100	88	34*
N#Cc1cc2c(nc1SCc1cccc(Cl)c1)CCCCC2	0	25	2	96	2	0.7	106	94	2
CCN(CC(=O)Nc1ccccc1C(F)(F)F)C(=O)CCc1nc2sc3c(c2c(=O)[nH]1)CCCC3	3	-4	4	100	22	-1.7	98	84	-8
CC1CCN(CCCNC(=O)C2CCCN(c3ncnc4c3nc3n4CCCCC3)C2)CC1 (centres undefined)	0	5	1	98	0	-0.9	96	95	4
O=C(Nc1oc2ccccc2c(=O)c1-c1ccc(Cl)cc1)c1ccco1	0	-6	1	86	-13	2.8	95	77	-8
CN(C(=O)CSc1nnc(-c2cccnc2)o1)C1CCCCC1	6	14	5	98	10	/	125	92	1
CCCCNC(=O)CSc1nc2ccc(NC(=O)CSc3nnc(COc4ccccc4C)n3C)cc2s1	0	5	-6	108	5	-1.4	112	89	-3
CCC(=O)N1N=C(c2cccs2)CC1c1ccc(OC)cc1 (centres undefined)	2	-2	/	98	/	-0.2	107	98	/
COc1ccc(NC(=O)c2nc(C)n(-c3ccc([N+](=O)[O-])cc3)n2)cc1	3	-2	-1	97	0	-2.6	116	96	3
O=C(CSc1nc2cc(Cl)ccc2o1)NCCc1ccccc1	0	-1	1	99	-11	-0.3	91	85	7
O=C(NCc1ccco1)c1cc(-c2ccc(F)cc2)on1	2	-3	2	104	2	-2.5	97	103	9
CC(C)OCCCNC(=O)C1CC(=O)N(C2CCCCCCC2)C1 (centres undefined)	0	-8	3	104	3	0.4	92	108	2
COc1cc2[nH]c(=O)n(CCC(=O)NCc3cccnc3)c(=O)c2cc1OC	0	-2	6	105	4	-1.0	101	/	5
COc1cccc(CN2C(=O)NC3(CCCCCC3)C2=O)c1	0	4	-1	101	-10	-4.0	107	102	-2
Cc1ccc(-n2ncc(C(=O)NC3CC3)c2C2CCN(C(=O)OC(C)(C)C)CC2)cc1	1	1	0	95	-3	3.3	105	102	5
Next part
SMILES	GRK2 inh	VLA-4 inh	BCLXL inh	AGP1 TOR yeast	MCL1-BIM inh	MEX-5 binding	Yeast superoxide	CIT2-GFP yeast	GLD-1 RNA inh
COc1ccc(C(=O)OCn2nnc3ccccc3c2=O)cc1[N+](=O)[O-]	0	-1	0	104	-8	-2.6	114	88	-5
Cc1ccc(NC(=O)COC(=O)Cc2cccs2)cc1S(=O)(=O)N1CCOCC1	1	-14	5	98[may fluoresce green]	6	0.8	108	103[may fluoresce green]	4
O=C(CSc1n[nH]c(=O)n1Cc1ccccc1)Nc1ccc(F)c(F)c1F	0	-2	-7	21[may fluoresce violet]	-6	-0.7	111	?	-10
CCCOC(=O)c1ccc(Oc2cn[nH]c2-c2ccc(O)cc2O)cc1	2	0	1	97	-2	-0.5	117	97	5
Cc1ccc(S(=O)(=O)NC(CC(=O)O)c2ccc(F)cc2)cc1 (centres undefined)	1	11	-4	101	-5	-2.6	97	105	-4
C=C(C)C(=O)Nc1cccnc1Oc1ccc(F)cc1	0	-3	0	106	1	-0.1	105	104	3
COc1ccc(CCNC(=O)NC2CCCCC2)cc1	3	3	7	105	10	1.3	91	107	3

Hits appear at their usual frequency (roughly 2.1% active in at least one column).
